# proCasp3 act = activators of human procaspase-3 D3A mutant, primary screen, biochemical, absorbance, PC-3 D3A mutant, single concentration. Caspase-3 (Homo sapiens), P42574. recombinant procaspase-3 D3A, Ac-DEVD-pNA absorbance 405 nm. activation, % at 8.5 µM. hit rate 0.11% among 330,000. AID 463141, 2010;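 active means activation above the mean of all tested compounds plus 3 SD, cut at about 21% in these data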;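 further: 0% = DMSO alone and 100% = DMSO wells spiked with extra 5 µM PC-3 D3A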
# Target sequence (P42574 whole entry D9A/D28A/D175A): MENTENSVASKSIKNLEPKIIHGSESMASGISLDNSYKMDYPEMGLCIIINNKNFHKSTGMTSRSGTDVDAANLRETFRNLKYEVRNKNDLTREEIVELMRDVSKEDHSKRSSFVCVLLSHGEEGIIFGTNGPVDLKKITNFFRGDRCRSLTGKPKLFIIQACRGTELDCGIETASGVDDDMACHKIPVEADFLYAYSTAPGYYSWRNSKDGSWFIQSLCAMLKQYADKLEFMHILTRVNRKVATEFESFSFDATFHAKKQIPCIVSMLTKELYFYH
#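 Test system: Procaspase-3 D3A mutant, all three cleavage aspartates alanine | Dosing: Single dose, 8.5 µM nominal compound, 0.8% DMSO | Schedule: 1 h preincubation, 2 h reaction | Technique: 405 nm absorbance of p-nitroaniline, reads at 0 and 120 min | Repeats: One well per compound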
# HCV core dimer = inhibitors of HCV core protein dimerization, primary screen, biochemical, TR-FRET, high-throughput; TR-FRET GST/Flag-core106 dimerization, 1536-well; inhibition, % at 5 µM; hit rate 0.33% among 300,000;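 active means inhibition above the mean of all tested compounds plus 3 SD, set per screening campaign, cut at about 45% in these data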
#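 Assay system: tagged HCV core106 pair (GST and Flag); medium: KF-containing HEPES buffer, pH 7.45, DTT, CHAPS, BSA; also added: Eu donor and XL665 acceptor anti-tag antibodies; dosing: 5 µM single dose; timing: compound-protein-antibody incubation 4 h at 22.5 °C; signal: TR-FRET 671 and 617 nm emission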
# PAFAH2 FP inh = PAFAH2 enzyme inhibitors, primary screen, biochemical, fluorescence polarization, human. Platelet-activating factor acetylhydrolase 2, cytoplasmic (Homo sapiens), Q99487. recombinant PAFAH2, FP-rhodamine activity probe. inhibition, % at 3.39 µM. hit rate 0.99% among 340,000. AID 492956, 2010;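 active means inhibition above the mean over all tested compounds plus 3 SD, cut at about 30% in these data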;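 further: inhibitors block probe labeling of enzyme so polarization drops; 0% = enzyme with DMSO and 100% = wells lacking PAFAH2 protein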
# PP1 inh = PP1-alpha phosphatase inhibitors, primary screen, counter-screen for PP5 inhibitor project, biochemical, fluorescence, OMFP substrate, single point; purified PP1alpha; inhibition, % at 6.7 µM; AID 2235, 2010; hit rate 0.9% among 320,000;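 active means inhibition above the mean inhibition of all tested compounds plus 3 SD, computed separately for each screening campaign, cut at about 15% in these data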
# Target sequence (P62136 whole entry, looked up): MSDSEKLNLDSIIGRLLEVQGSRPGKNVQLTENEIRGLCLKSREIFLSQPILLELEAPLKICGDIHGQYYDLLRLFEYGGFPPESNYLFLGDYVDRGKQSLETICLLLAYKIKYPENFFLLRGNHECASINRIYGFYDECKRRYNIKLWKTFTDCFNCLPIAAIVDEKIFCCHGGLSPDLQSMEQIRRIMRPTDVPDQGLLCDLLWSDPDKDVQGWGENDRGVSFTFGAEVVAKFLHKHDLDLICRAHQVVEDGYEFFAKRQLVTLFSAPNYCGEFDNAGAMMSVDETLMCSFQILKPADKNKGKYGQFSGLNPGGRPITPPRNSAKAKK
# AHR act = AHR activators, primary screen, cell-based, luminescence, luciferase reporter, human. Aryl hydrocarbon receptor (Homo sapiens), P35869. AHR-responsive luciferase reporter cells. activation, % at 5 µM. hit rate 2.5% among 320,000; in the data active means activation above about 47%;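 further: 0% = vehicle wells and 100% = reference agonist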
# procasp7 counter = procaspase-7 activators, primary screen, counter-screen for procaspase-3 activator project, biochemical, absorbance, HTS, human. recombinant procaspase-7, Ac-DEVD-pNA absorbance 405 nm; D23A/D198A/D206A triple mutant, cannot self-cleave; scale: DMSO 0, 5 µM enzyme 100. activation, % at 8.5 µM. hit rate 0.093% among 330,000. AID 463210, 2010;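 active means percent activation above the screen-wide mean plus 3 SD, cut at about 25% in these data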
# Target sequence (P55210 whole entry D23A/D198A/D206A): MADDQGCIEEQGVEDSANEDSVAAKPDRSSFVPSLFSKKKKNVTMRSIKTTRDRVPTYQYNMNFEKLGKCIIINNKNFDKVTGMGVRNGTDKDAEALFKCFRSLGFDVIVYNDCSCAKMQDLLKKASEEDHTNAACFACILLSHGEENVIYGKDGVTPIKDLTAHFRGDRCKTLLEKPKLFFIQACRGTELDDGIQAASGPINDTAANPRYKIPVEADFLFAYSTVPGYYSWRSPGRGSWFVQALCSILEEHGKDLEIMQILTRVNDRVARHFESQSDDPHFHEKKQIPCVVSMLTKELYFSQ
#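 signal = Epi-absorbance of released pNA at 405 nm, two timepoints | assay system = Uncleavable procaspase-7 mutant enzyme | reagent = Ac-DEVD-pNA substrate, 400 µM as added | times = 1 h enzyme–compound preincubation and 2 h substrate reaction, both 25 °C | benchmarks = low DMSO alone, high DMSO plus 5 µM PC-7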
# TPT1 inhibitor = Candida albicans TPT1 enzyme inhibitors, primary screen, biochemical, fluorescence polarization. tRNA 2'-phosphotransferase TPT1 (Candida albicans SC5314). recombinant caTPT1, FP RNA substrate dephosphorylation. inhibition, % at 5 µM. hit rate 0.81% among 300,000. AID 1962, 2009;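 active means inhibition above the mean of all tested compounds plus 3 SD, set per screening campaign, cut at about 24% in these data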;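 further: plate controls were DMSO alone for no effect and ferristatin control at 100 nM for full effect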
# CTSL1 counter = Fasciola hepatica cathepsin L1 inhibitors, primary screen, counter-screen for PFM18AAP inhibitor project, biochemical, QFRET, fluorogenic peptide substrate | hit rate 0.49% among 300,000 | recombinant F. hepatica cathepsin L1, Z-Leu-Arg-MCA fluorescence | inhibition, % at 5.96 µM | AID 1906, 2009;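 active means inhibition above the mean of all tested compounds plus 3 SD, set per screening campaign, cut at about 17% in these data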;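 further: 0% = plate median of test compound wells and 100% = 1 µM Z-Phe-Ala-diazomethylketone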
# PP5 inh = PP5 phosphatase inhibitors, primary screen, biochemical, fluorescence; Serine/threonine-protein phosphatase 5 (Homo sapiens), P53041; purified PP5c, OMFP substrate fluorescence; inhibition, % at 6.7 µM; hit rate 0.18% among 320,000;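 active means inhibition above the campaign's mean inhibition across all tested compounds plus 3 SD, cut at about 9.5% in these data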;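 further: 0% = DMSO only and 100% = 100 µM cantharidin control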
# Starred values were filed as active, the others as inactive; / = not tested or not shown. Rows were taken by chance; 5.6% or so of the library scored in one or more.
# Values run as follows: proCasp3 act	HCV core dimer	PAFAH2 FP inh	PP1 inh	AHR act	procasp7 counter	TPT1 inhibitor	CTSL1 counter	PP5 inh
C=CCOc1ccc(/C=C/C(=O)OCc2csc(CC(=O)Nc3ccccc3C)n2)cc1
  5	/	6	6	-1	-5	/	/	3.0
CC(C)NC(=O)NC(=O)COc1cccc2c1OC(C)(C)C2
  4	0	-1	1	1	6	-6	-1	-2.1
COc1ccccc1CNC(=O)CN(c1ccc(C)cc1)S(=O)(=O)c1c(C)n[nH]c1C
  4	1	-2	2	7	-11	-1	-1	3.1
N#Cc1c2n(c3c(=O)n(Cc4ccccc4Cl)cnc13)CCCC2
  5	-1	4	0	0	6	-1	4	0.6
O=C(CCS(=O)(=O)c1ccc(Br)s1)Nc1ccccc1Br
  -5	-3	2	-11	0	1	2	-1	1.5
CCCOc1ccc(C(=O)c2nc3c(n2O)CCCCC3)cc1
  -33	0	1	-6	3	-39	-3	6	2.0
COCCCn1c(=O)c2ccccc2n(Cc2ccccc2)c1=O
  -8	-8	4	3	-3	0	-1	0	3.6
C(=C\c1ccccc1)/CNCC1CCCO1 (stereo unspecified)
  5	5	5	-6	1	6	4	-7	1.5
CCOc1nc(NCCO)nc(Nc2ccc([N+](=O)[O-])cc2)n1
  4	-1	-4	-1	20	3	0	-1	0.8
Cc1cccc(/C(N)=N/OC(=O)c2cccnc2)c1
  4	-5	3	0	-8	-2	-3	0	1.4
CC1Cc2ccccc2N1C(=O)CN1C(=O)COc2ccccc21 (stereo unspecified)
  2	-1	0	4	2	10	-3	0	-0.9
COc1ccc(CC(=O)Nc2nc(-c3ccncc3)cs2)cc1
  -14	17	10	6	-7	-9	19	-6	1.7
COc1ccc(C2(C(=O)N3CCOCC3)CCOCC2)cc1OC
  -6	-4	4	0	0	-1	3	-1	1.5
Cc1ccc(-c2csc(N(CC3CCCO3)C(=O)c3ccco3)n2)cc1 (stereo unspecified)
  0	5	-4	1	51*	2	-1	3	3.9
O=C(CCS(=O)(=O)c1ccc(F)cc1)N1CCOCC1
  4	-6	14	1	0	6	-2	3	0.9
Cc1nn(Cc2ccccc2)c(C)c1NC(=O)Cn1nc([N+](=O)[O-])c(Cl)c1C
  7	6	5	-1	-3	-5	0	-1	0.7
COc1ccc(NC(=O)CN2c3cccc4cccc(c34)S2(=O)=O)cc1
  -4	2	6	3	0	-10	-3	0	3.7
COC(=O)C1=C(N)Oc2cc(C)n(Cc3ccccc3)c(=O)c2C1c1ccccc1 (stereo unspecified)
  9	-2	-11	-9	5	-1	-4	8	2.4
CCCc1c(C(=O)NNc2ccc(C)cc2)cnn1-c1ccccc1
  -6	3	33*	0	0	-8	3	3	0.6
COc1ccc(CNC(=O)COC(=O)c2ccc(C)c(S(=O)(=O)N3CCOCC3)c2)cc1
  9	/	13	/	0	-3	/	/	/
CC(C)(C)C1CCC2(CC1)C(C#N)=C(SCC(=O)NC1CCCCC1)NC(=O)C2C#N (stereo unspecified)
  -4	11	12	5	1	-10	-4	6	5.3
O=C(NCc1ccc(F)cc1)c1cccnc1
  -6	3	-6	-2	0	5	1	-5	1.4
Cc1ccc(CSc2nnc(SCC(=O)N/N=C/C=C/c3ccco3)s2)cc1
  5	40	0	5	-9	0	8	-1	-2.1
Cc1ccc(S(=O)(=O)N2CCN(CC(=O)Nc3ccc([N+](=O)[O-])cc3)CC2)cc1C
  0	-6	4	0	2	7	3	1	2.7
N#CC(C(=O)NC1CCCCC1)c1nc2ccccc2nc1N1CCN(c2ccccc2F)CC1 (stereo unspecified)
  0	-5	7	-4	1	3	3	2	2.9
CC1CC(C)CN(C(=O)CN(C)S(=O)(=O)c2ccc3c(c2)c(=O)n(C)c(=O)n3C)C1 (stereo unspecified)
  -5	-15	1	1	0	1	-3	0	2.1
O=C(Nc1nnc(COc2ccccc2)s1)C1CCN(S(=O)(=O)c2ccc(Cl)cc2)CC1
  0	14	3	6	-1	4	1	1	-0.1
CCCCOc1ccccc1C1NC(=O)NC(C)=C1C(=O)OCc1ccco1 (stereo unspecified)
  7	8	11	13	-2	-5	-4	3	2.1
COc1cccc(-c2cccc(NC(=O)C3CCN(Cc4ccon4)CC3)c2)c1
  4	-5	0	-3	7	10	1	-3	0.4
CCCC1CC(C)(C(=O)Cn2[nH]c(=O)ccc2=O)OC1=O (stereo unspecified)
  -6	-3	4	-1	12	10	8	2	-0.3
Cc1ccc(C(=O)CSc2nnc(-c3ccc4[nH]c(C)c(C)c4c3)o2)cc1C
  4	18	5	-2	9	0	2	9	1.7
Cc1cnc(NC(=O)c2sc(Nc3ccccc3)nc2N)o1
  -8	-11	/	-1	55*	-4	0	3	2.2
O=C(N/N=C/c1ccco1)c1cc(Br)ccc1OCc1ccccc1
  1	15	-3	-3	18	-4	1	2	3.3
CCOc1ccc(S(=O)(=O)N2CCN(C(=O)c3ccc(-n4cncn4)c([N+](=O)[O-])c3)CC2)cc1
  13	-1	4	-3	-2	-1	-3	-3	-0.4
O=S(=O)(c1cccs1)N1CCN(CC(O)COC2CCCc3ccccc32)CC1 (stereo unspecified)
  8	0	-1	-1	7	-4	-2	-2	3.7
COc1ccc2ccccc2c1/C=N/NC(=S)Nc1cc(S(=O)(=O)N2CCOCC2)ccc1N1CCOCC1
  4	45	-7	3	15	4	0	0	1.7
COc1ccccc1NC(=O)c1ccccc1C(=O)Nc1ccccc1OC
  2	1	4	-1	-1	10	-4	2	0.3
CCCc1ccc2oc(C(=O)N(Cc3ccncc3)CC3CCCO3)c(C)c2c1 (stereo unspecified)
  -3	2	-4	0	16	7	-1	3	3.8
CC(C)C(c1nnnn1C1CCCC1)N1CCC(C(N)=O)CC1 (stereo unspecified)
  2	0	-2	4	0	16	-1	2	-1.8
CCOC(=O)/C=C/c1nc(C(=O)OCC)c(C)c(=O)[nH]1
  1	4	4	-4	14	-8	-1	-9	-1.0
Cc1cc(C)n2nc(CC(=O)NCc3ccc(F)cc3)nc2n1
  8	-7	4	0	-2	-12	3	1	3.3
CC1CC(C)CN(C(=O)COC(=O)c2ccc(S(=O)(=O)N(C)c3ccccc3)cc2)C1 (stereo unspecified)
  9	/	5	/	2	4	/	/	/
Cc1ccc(C)c(NC(=S)N2CCC(N(C)CC3CCCO3)CC2)c1 (stereo unspecified)
  2	5	-5	-1	-1	3	1	2	0.1
CCN(CC)S(=O)(=O)c1ccc2c(c1)nc(CCC(=O)Nc1ccc3c(c1)OCO3)n2C
  -2	21	2	6	9	-3	1	-4	0.0
OCCC1CN(Cc2cccs2)CCN1Cc1ccccc1 (stereo unspecified)
  -3	4	-5	-1	1	-2	-2	3	0.1
CN1CCN(CCCNC(=O)c2nnc(Cc3c(F)cccc3Cl)o2)CC1
  2	0	-28	-5	0	0	0	3	-0.1
CC(C)NOC(=O)c1ccc(Cl)cc1
  5	-7	4	-1	5	4	-3	-11	3.7
Clc1ccc(Nc2ccccc2)nn1
  -5	-1	-3	-3	-1	-2	1	0	0.2
CC(C)CC(NC(=O)C(NC(=O)OC(C)(C)C)C(C)C)C(=O)N1CCCC1C(N)=O (stereo unspecified)
  -3	-1	-1	0	0	9	-2	18*	1.3
Cc1cc(C)c(/C([O-])=C(/C(=S)Nc2ccc(SC(F)F)cc2)[n+]2ccccc2)cc1C
  -8	15	5	-2	3	-5	2	2	3.5

# Next part:
# Values run as follows: proCasp3 act	HCV core dimer	PAFAH2 FP inh	PP1 inh	AHR act	procasp7 counter	TPT1 inhibitor	CTSL1 counter	PP5 inh
CCCOc1ccc(NC(=O)C2CC(=O)N/C(=N/N=C(\C)CCc3ccc4c(c3)OCO4)S2)cc1 (stereo unspecified)
  -2	5	3	0	6	2	0	3	0.2
O=C(COC(=O)COc1ccccc1)Nc1cccnc1Cl
  4	/	4	/	0	9	/	/	/
Cc1cc(C(=O)CCC(=O)Nc2ccc(S(N)(=O)=O)cc2)c(C)s1
  5	/	1	1	-2	0	/	/	0.0
CCC1(CC)C(=O)C2=C3C1[C@H](C(=O)OC)C=C(C(=O)OC)C[C@H]3[C@H]1C(=O)N(Cc3ccccc3)C(=O)[C@H]1[C@H]2C (stereo partly specified)
  -4	12	11	-4	4	4	-2	0	3.1
N#CCCN(C(=O)COC(=O)CCNS(=O)(=O)c1ccccc1)c1ccccc1
  5	/	-3	-2	0	6	/	/	-2.1
O=C1NC[C@H](c2ccccc2)OC(=O)[C@H](Cc2ccc(F)cc2)C/C=C\C[C@@H]1CC(=O)N(CCO)Cc1ccccc1
  3	/	-3	/	0	0	/	/	/
COc1ccc(N(CC(=O)NCCSCc2cccc(Cl)c2)S(C)(=O)=O)cc1
  -6	-1	0	3	1	4	0	4	-1.0
COc1cc(OC)cc(C(=O)NC2CCN(CC(=O)Nc3cccc4ccccc34)CC2)c1
  6	1	-4	-1	6	6	2	3	1.1
COC(=O)c1ccc2c(c1)NC(=O)C(N1CCCCC1)S2 (stereo unspecified)
  -2	0	-6	-1	14	-4	-3	0	0.2
O=C(Nc1ccc(N2CCOCC2)cc1)c1nc2ccccc2s1
  -3	-4	8	1	7	5	1	-7	2.4

# Profiles, quoted from the list.
# `CN1CCN(CCCNC(=O)c2nnc(Cc3c(F)cccc3Cl)o2)CC1` in the list: proCasp3 act: 2; HCV core dimer: 0; PAFAH2 FP inh: -28; PP1 inh: -5; AHR act: 0; procasp7 counter: 0; TPT1 inhibitor: 0; CTSL1 counter: 3; PP5 inh: -0.1
# `COc1ccc(CNC(=O)COC(=O)c2ccc(C)c(S(=O)(=O)N3CCOCC3)c2)cc1` in the list: proCasp3 act: 9; HCV core dimer: /; PAFAH2 FP inh: 13; PP1 inh: /; AHR act: 0; procasp7 counter: -3; TPT1 inhibitor: /; CTSL1 counter: /; PP5 inh: /

# The list continues:
# Values run as follows: proCasp3 act	HCV core dimer	PAFAH2 FP inh	PP1 inh	AHR act	procasp7 counter	TPT1 inhibitor	CTSL1 counter	PP5 inh
CC1CC1C(=O)OCC(=O)Nc1ccc(Cl)cn1 (stereo unspecified)
  -2	/	47*	/	5	3	/	/	/
COc1ccc(Nc2nc(NCCO)nc(N3CCCC3)n2)cc1
  4	9	-1	7	28	3	3	-3	-0.4
Cc1ccc(-c2nnc3n2N=C(c2ccccc2Br)CS3)cc1
  4	8	4	5	10	0	-1	0	-0.1
O=S(=O)(NCCc1csc(-c2ccc(C(F)(F)F)cc2)n1)c1ccc2c(c1)OCCO2
  5	3	3	2	6	4	-1	0	2.4
Cc1cccc(C(C)C)c1NC(=O)c1cccnc1
  5	-2	-1	1	-1	4	2	-2	-1.3
